Lmaj promast – inhibitors of Leishmania major promastigote growth | Leishmania major promastigotes, resazurin fluorescence viability | inhibition, % at 10 µM | 200,000 tested, 9% active | AID 1063; in the data active means inhibition above about 50%;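 further: promastigotes grown with compound for 44 hours at 28 °C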
PPARg SRC-2 ag – PPARgamma-driven SRC-2 recruitment agonism | P37231 | PPARgamma LBD-SRC-2 recruitment, biochemical | 200,000 tested, 0.34% active | AID 1032 | activation, % at 8 µM; in the data active means activation above about 22%;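 further: 0% = vehicle and 100% = reference agonist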
Target sequence (P37231 whole entry, looked up, the tested form may be a part): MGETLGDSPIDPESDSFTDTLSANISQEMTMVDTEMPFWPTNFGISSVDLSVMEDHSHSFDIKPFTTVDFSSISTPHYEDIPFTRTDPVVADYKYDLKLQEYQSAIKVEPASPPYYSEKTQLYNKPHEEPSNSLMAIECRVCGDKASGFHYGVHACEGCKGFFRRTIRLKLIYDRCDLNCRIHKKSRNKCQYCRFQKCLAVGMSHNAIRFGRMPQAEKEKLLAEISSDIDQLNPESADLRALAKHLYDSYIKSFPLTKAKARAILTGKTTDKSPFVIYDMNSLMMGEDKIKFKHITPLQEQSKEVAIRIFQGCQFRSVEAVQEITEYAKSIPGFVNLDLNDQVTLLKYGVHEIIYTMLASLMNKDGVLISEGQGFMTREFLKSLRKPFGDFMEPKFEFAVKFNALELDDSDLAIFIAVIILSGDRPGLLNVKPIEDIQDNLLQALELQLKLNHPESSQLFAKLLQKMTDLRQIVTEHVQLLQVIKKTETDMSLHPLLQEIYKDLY
Redox H2O2 prof – compounds producing H2O2 with reducing agent – biochemical, NIH compound library profiling, artefact control for MLSCN library redox annotation, primary screen; activation, % at 10 µM; 200,000 tested, 0.03% active; DTT-dependent redox cycling H2O2, phenol red/HRP absorbance; 100% = 100 µM peroxide control, 0% = buffer;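 active means activation of at least 50% relative to the plate's high and low controls in the primary single-dose screen; inactive means activation below 50%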;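 further: compound incubated with DTT at 0.8 mM final as the reducing agent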
PPARg SRC1 recr – PPARgamma-driven SRC-1 recruitment agonism; P37231; PPARgamma-SRC-1 coactivator recruitment biochemical assay; activation, % at 8 µM; 200,000 tested, 0.41% active; AID 631; in the data active means activation above about 19%;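 further: 0% = DMSO and 100% = reference agonist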
SRC2 TRFRET art – flags TR-FRET format artefacts in PPARgamma SRC-2 recruitment agonist screen | 200,000 tested, 0.4% active | TR-FRET ratio at 8 µM | TR-FRET artefact counter-screen; active compounds read high; in the data active means TR-FRET ratio above about 2000; further: inactives centre near 1500
HMGR II inh – inhibitors of class II HMG-CoA reductase from Enterococcus faecalis. 190,000 tested, 0.41% active. AID 1066. purified E. faecalis HMGR, NADPH absorbance 340 nm kinetic. inhibition, % at 10 µM;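 active means inhibition above a set limit, the median over all tested compounds plus 3 SD, cut at about 9.5% in these data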;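 further: enzyme runs in reverse so mevalonate oxidation gives rising NADPH absorbance; 0% = complete reaction with DMSO and 100% = background rate lacking mevalonate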
S1P3 antagonist – antagonists of human S1P3 receptor; CHO S1P3 NFAT-BLA reporter, FRET fluorescence, antagonist mode; inhibition, % at 4.98 µM; 170,000 tested, 0.27% active; AID 485;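 active means inhibition above the plate cutoff, the mean inhibition of test wells on that plate plus 3 SD, cut at about 28% in these data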;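 further: cells challenged with S1P at its EC80 of 0.8 µM; blue over green emission ratio from cleaved BLA substrate after 4 h stimulation; 0% = S1P-stimulated wells and 100% = unstimulated DMSO-only wells; some compounds past the cut are filed as inactive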
Target sequence (Q99500 whole entry, looked up): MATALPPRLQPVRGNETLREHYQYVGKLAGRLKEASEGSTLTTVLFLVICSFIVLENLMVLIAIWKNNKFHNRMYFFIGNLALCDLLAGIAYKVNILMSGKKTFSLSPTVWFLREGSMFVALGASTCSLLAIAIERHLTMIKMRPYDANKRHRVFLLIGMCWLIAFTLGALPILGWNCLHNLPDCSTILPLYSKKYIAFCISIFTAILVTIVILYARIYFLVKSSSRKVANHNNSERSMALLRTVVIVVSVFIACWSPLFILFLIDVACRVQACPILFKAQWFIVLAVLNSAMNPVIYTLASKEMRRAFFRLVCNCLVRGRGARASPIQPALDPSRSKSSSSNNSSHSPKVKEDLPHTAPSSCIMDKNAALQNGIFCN
bIAP inhibitor – intestinal alkaline phosphatase (bovine) inhibition | purified bovine IAP, CDP-star luminescence, 30 min | inhibition, % at 20 µM | 190,000 tested, under 10 active;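 active means over 50% inhibition of intestinal alkaline phosphatase at 20 µM in the single-dose screen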
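test system = bovine IAP enzyme | medium = DEA buffer 100 mM, pH 9.8, with MgCl2 1.0 mM, ZnCl2 0.02 mM | detection = luminescence | dosing = single compound dose of 20 µM, 2% DMSO final | incubation = 30 min reaction at room temperature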
ROMK mod – modulates human ROMK potassium channel activity. P48048. Tet-inducible ROMK, thallium flux fluorescence; actives lie on both sides. B-score at 10 µM. 130,000 tested, 2% active;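 active means signal ratio slope over the read window, or its plate-corrected B-score, at least 3 SD from the plate mean, either direction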;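 further: B-score of the F/F0 ratio slope over 7 to 12 s after thallium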
RAM inhibit – yeast RAM network inhibition; S. cerevisiae dse1pr::URA3 reporter, 5-FOA growth OD615, 2 d; analog-sensitive cbk1-as2 kinase mutant strain; inhibition, % at 50 µM; 190,000 tested, 1.8% active;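 active means inhibition above a set limit, 3 SD over mean compound inhibition, cut at about 8.4% in these data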;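 further: 0% = DMSO-only wells with no growth and 100% = 10 µM 1-NA-PP1 full growth; inhibition rescues growth on 5-FOA so higher OD means more RAM inhibition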
PPARg SRC3 recr – PPARgamma-driven SRC-3 recruitment agonism | biochemical PPARgamma/SRC-3 coactivator recruitment assay | P37231 | 200,000 tested, 0.26% active | activation, % at 8 µM; in the data active means activation above about 23%;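 further: 0% = DMSO and 100% = reference agonist; some compounds past the cut are filed as inactive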
Active calls of the source: *; . = no result given.

SMILES | Lmaj promast | PPARg SRC-2 ag | Redox H2O2 prof | PPARg SRC1 recr | SRC2 TRFRET art | HMGR II inh | S1P3 antagonist | bIAP inhibitor | ROMK mod | RAM inhibit | PPARg SRC3 recr
COC(=O)Cn1c(CCS(=O)(=O)c2ccc(C)cc2)nc2ccccc21 | 7 | 2 | 2.1 | -7 | 1416 | 0 | 12 | 1 | . | 0.0 | -4
CC1=NN(c2nc(-c3ccc(C)cc3)cs2)C(=O)C1N=Nc1cccc(C)c1 (centres undefined) | 86* | -3 | 0.3 | -5 | 1502 | -3 | 1 | 2 | -0.2 | 5.4 | 0
O=C(Cn1cnc2c(nnn2-c2ccccc2)c1=O)NCCc1ccccc1 | -11 | 10 | -0.1 | 12 | 1599 | 0 | -17 | 13 | . | 2.3 | 0
CCc1ccccc1N(C)S(=O)(=O)c1ccc2[nH]cc(C(=O)N3CCc4ccccc43)c(=O)c2c1 | -6 | 9 | 0.3 | -5 | 1423 | -7 | 3 | -2 | -1.9 | -0.3 | 3
COc1ccc(S(=O)(=O)N2CCOCC2)cc1NC(=O)COC(=O)c1ccc(C)s1 | -1 | -5 | -1.2 | 2 | 1589 | -5 | 11 | -3 | -0.27 | 5.3 | 4
COc1cc(/C=N/N=C(N)N)ccc1OCc1ccc(Cl)cc1 | 101* | 2 | -1.9 | 14 | 1751 | 1 | -7 | 17 | -1.2 | -1.4 | -1
CC1CCN(C(=O)C(Cc2ccccc2)NS(=O)(=O)c2ccc3c(c2)oc(=O)n3C)CC1 (centres undefined) | 5 | 1 | -3.0 | 7 | 1608 | -2 | -31 | 2 | . | 1.0 | 2
COC(=O)Cc1cc(=O)n2[nH]cnc2n1 | 0 | -1 | 5.1 | 1 | 1479 | 30* | . | 0 | . | 0.3 | -4
Cc1nnc(SCc2nc3ccccc3s2)n1N | -8 | 0 | -1.1 | 3 | 1532 | -4 | -3 | -11 | -0.68 | 0.2 | -2
CCOC(=O)c1c(NC(=O)Cn2cnc([N+](=O)[O-])n2)sc(C)c1C | 52* | -2 | 0.3 | 10 | 1662 | -4 | -4 | -5 | 0.6 | 2.3 | 1
C/[N+]([O-])=C\C1C(=O)CC(C)(C)CC1=O | -3 | -1 | -1.7 | -3 | 1599 | -2 | -33 | -9 | -0.36 | 1.6 | -3
O=C(CN1CCC(NC(=O)c2ccco2)CC1)Nc1ccccc1[N+](=O)[O-] | -1 | -3 | -1.1 | -13 | 1527 | -2 | 6 | -2 | -0.04 | 0.5 | -1
Cc1ccc(NC(=O)c2cc(-c3cccc(O)c3)on2)cc1C | 11 | 6 | -0.6 | 1 | 1543 | 1 | -17 | 15 | . | 3.3 | 10
O=C(Nc1cccc(C(F)(F)F)c1)C1(c2ccccc2)CC1 | -2 | 0 | -0.2 | 0 | 1593 | 1 | 1 | 29 | 0.39 | 2.2 | 0
CCN1CCN(c2nc(Nc3ccc(C)c(C)c3)nc(N)c2[N+](=O)[O-])CC1 | 4 | -8 | 0.1 | -5 | 1459 | -3 | 5 | -16 | . | 2.6 | 1
CCc1cc2c(=O)[nH]c(-c3ccncc3)nc2s1 | -4 | 0 | -0.2 | 6 | 1690 | -2 | -4 | 3 | 0.061 | 2.5 | 1
COc1cc(OC)c(NC(=O)Cn2cccc2)cc1Cl | -1 | -4 | 0.1 | -4 | 1441 | 3 | 19 | -1 | -0.11 | 1.2 | -14
CCOC(=O)/C(C#N)=C\c1ccc2c(c1)OCO2 | -4 | 6 | 1.1 | 3 | 1582 | . | . | . | . | . | 14
Cc1ccc(S(=O)(=O)NCc2nc3ccccc3[nH]2)cc1 | -1 | 4 | -1.9 | -4 | 1606 | -5 | -10 | -43 | . | 0.0 | 4
COCCOC(=O)C1=C(C)NC2=C(C(=O)CC(C)(C)C2)C1c1cc2c(cc1Br)OCO2 (centres undefined) | 7 | 0 | -0.5 | 0 | 1487 | . | -16 | -11 | -1.4 | . | 5
COc1cc2c(cc1OC)C1(NCC2)C(=O)Nc2ccccc21 (centres undefined) | -4 | 8 | 0.3 | 4 | 1667 | -8 | -17 | 0 | . | 1.1 | -5
Nn1c(SCC(=O)Nc2ccc(F)c(F)c2)nnc1C1CCCCC1 | -6 | -7 | 2.2 | -1 | 1483 | -7 | 1 | 2 | -0.034 | 1.5 | 4
CCN1C(=O)C(C)S/C1=N\S(=O)(=O)c1ccc(F)cc1 (centres undefined) | -3 | 12 | -0.8 | -8 | 1769 | -2 | -11 | -2 | -0.37 | 1.4 | 4
O=c1[nH]c2ccccc2cc1-c1noc(-c2cccnc2)n1 | 14 | 1 | -0.3 | 0 | 1510 | -2 | 9 | 4 | . | 2.5 | 6
Cn1cnnc1SCC(=O)Nc1ccc(Br)cc1F | 0 | 0 | 0.9 | 3 | 1475 | 1 | . | -7 | 0.057 | 2.4 | -8
CSCc1ccc(C(=O)NCc2ccc(C)cc2)cc1 | -3 | -7 | -0.2 | -1 | 1508 | -2 | -8 | 7 | -0.087 | 1.8 | 0
CCc1nnc(NC(=O)c2ccc(-c3cccc(C(F)(F)F)c3)o2)s1 | -1 | -9 | 1.6 | -6 | 1424 | -2 | 18 | 8 | . | 5.3 | -7
O=C(CCc1nc2ccccc2c(=O)[nH]1)OCc1nnc(-c2ccccc2)o1 | -7 | 4 | 2.5 | -8 | 1473 | -4 | 20 | 3 | . | 1.2 | -1
CC1(C)N([O-])C(c2ccccc2)=C[N+](=O)C1(C)C | -3 | 6 | 0.4 | 0 | 1495 | -2 | 0 | -7 | . | 1.3 | 0
Cc1ccc(-n2nc(C)c3c(C)c(CCC(=O)NCc4ccco4)c(C)nc32)cc1 | 18 | . | -1.4 | . | . | -6 | -2 | 4 | . | 3.6 | .
Cc1csc(NC(=O)CSc2nnc(CCNC(=O)c3ccc(Cl)c(Cl)c3)n2C)n1 | -3 | -1 | 0.3 | 1 | 1538 | -2 | . | -2 | -0.54 | 4.5 | -1
O=C1CC(C(F)(F)C(F)(F)C(F)(F)F)=Nc2ccccc2N1 | -3 | 2 | 0.8 | 3 | 1519 | -5 | . | -10 | -0.76 | 0.9 | 11
COc1ccccc1NC(=O)Nc1ccc(C(N)=O)cc1 | 2 | -9 | -0.5 | -10 | 1419 | 0 | -6 | -1 | 0.79 | -0.4 | 0
O=C(Cc1ccccc1)Nc1nnc(-c2ccco2)o1 | -4 | 11 | -0.6 | 8 | 1719 | 7 | 6 | -8 | 1.2 | 1.1 | 9
Cc1ccc(N(C(=O)c2ccc(S(=O)(=O)N(C)C)cc2)C2C=CS(=O)(=O)C2)cc1 (centres undefined) | 5 | -6 | -0.3 | -5 | 1579 | -5 | -3 | 11 | -0.41 | 3.3 | -3
CCOc1ccc(C(=S)N2CCOCC2)cc1OC | -6 | -8 | 0.1 | -6 | 1471 | -1 | . | 11 | . | 1.8 | 7
Cc1sc2ncnc(NCCCO)c2c1C | 6 | -6 | -1.0 | 3 | 1481 | -5 | 1 | -13 | . | 0.2 | -4
CCN(CC)C(=O)C(=O)Nc1cccc(Br)c1 | -4 | 4 | -0.2 | 2 | 1595 | -1 | -13 | -12 | 0.14 | 1.6 | 2
CCN1CCN(S(=O)(=O)c2ccc3ccccc3c2)CC1 | 35 | 2 | 0.1 | -4 | 1534 | -1 | . | 5 | 0.23 | 0.7 | -5
CCC(=O)NCCCc1nc2ccccc2n1Cc1ccccc1F | 0 | 2 | 8.5 | 4 | 1544 | -3 | 15 | 3 | -0.47 | 1.7 | 2

In another format: 4 of the compounds above
SMILES,Lmaj promast,PPARg SRC-2 ag,Redox H2O2 prof,PPARg SRC1 recr,SRC2 TRFRET art,HMGR II inh,S1P3 antagonist,bIAP inhibitor,ROMK mod,RAM inhibit,PPARg SRC3 recr
CCc1nnc(NC(=O)c2ccc(-c3cccc(C(F)(F)F)c3)o2)s1,-1,-9,1.6,-6,1424,-2,18,8,.,5.3,-7
O=C(CCc1nc2ccccc2c(=O)[nH]1)OCc1nnc(-c2ccccc2)o1,-7,4,2.5,-8,1473,-4,20,3,.,1.2,-1
CC1(C)N([O-])C(c2ccccc2)=C[N+](=O)C1(C)C,-3,6,0.4,0,1495,-2,0,-7,.,1.3,0
Cc1ccc(-n2nc(C)c3c(C)c(CCC(=O)NCc4ccco4)c(C)nc32)cc1,18,.,-1.4,.,.,-6,-2,4,.,3.6,.

Additional entries.
SMILES | Lmaj promast | PPARg SRC-2 ag | Redox H2O2 prof | PPARg SRC1 recr | SRC2 TRFRET art | HMGR II inh | S1P3 antagonist | bIAP inhibitor | ROMK mod | RAM inhibit | PPARg SRC3 recr
Cc1cc(C)nc(/N=C(\N)N(Cc2ccccc2)Cc2ccccc2)n1 | 90* | 0 | 0.2 | -3 | 1475 | 0 | -19 | -7 | . | 0.9 | 1
COc1cccc(CCNC(=O)CC2C(=O)NCCN2CC(C)(C)C)c1 (centres undefined) | 0 | 1 | -1.2 | 8 | 1398 | 9 | 0 | 12 | 0.88 | 0.9 | 7
O=C(O)C1CCCCC1C(=O)Nc1cccc(Cl)c1Cl (centres undefined) | -5 | -5 | -0.7 | 5 | 1368 | -5 | . | 4 | . | 1.7 | 1
COc1ccc(N(C(=O)CCl)C(C(=O)NCCc2ccccc2)c2cccs2)cc1Cl (centres undefined) | 100* | 11 | -0.1 | 6 | 1621 | -3 | 6 | -30 | -3.3* | 1.4 | 3
Clc1ccc(-c2ccc(SCc3ccccn3)nn2)cc1 | -2 | 10 | 0.9 | 9 | 1664 | -5 | . | 1 | . | 4.1 | 11
COc1ccc(CNC(=O)CCNS(=O)(=O)c2cccc3nsnc23)cc1 | 0 | -3 | -0.5 | -2 | 1431 | 2 | -15 | -3 | 1.4 | 0.1 | 4
O=C(Oc1ccc(C(=S)N2CCOCC2)cc1)c1ccccc1 | 18 | 0 | -0.5 | -9 | 1472 | -2 | -11 | 7 | -0.43 | 2.8 | 2
CCc1ccc(N(C(C)=O)C2C=CS(=O)(=O)C2)cc1 (centres undefined) | -3 | 16 | 3.0 | -1 | 1457 | -2 | 17 | 3 | . | 0.2 | -3
CCN(CC)S(=O)(=O)c1cccc(C(=O)NC(C(=O)NC2=NCCS2)C(C)C)c1 (centres undefined) | 0 | 0 | -1.2 | 9 | 1696 | -6 | -5 | 12 | 0.33 | -1.7 | -7
C=CCn1c(Oc2cc(C)ccc2C)nc2c1c(=O)n(C)c(=O)n2C | -8 | 6 | 2.0 | -2 | 1370 | 1 | 35 | 0 | -1 | 1.6 | 0
Cc1ccc(S(=O)(=O)N(C(=O)c2ccco2)c2cc3sc(=O)oc3c3ccccc23)cc1 | 98* | -4 | -0.5 | -2 | 1513 | 0 | -25 | 9 | . | 5.6 | -4
COc1ccc(-c2nc3n(c(=O)c2C#N)CCCS3)cc1 | -15 | 0 | 1.4 | -1 | 1638 | 3 | . | -1 | -0.28 | 2.5 | -10

Screening results: PubChem, several laboratories
